Screens as filed in PubChem BioAssay.
NPYLR7 agonist = activates Aedes aegypti NPYLR7 receptor. HEK293T NPYLR7/Galpha15, GCaMP6s calcium fluorescence. activation, % at 10 µM. 270,000 compounds, 0.15% hits; in the data active means activation above about 40%;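 further: 0% = vehicle and 100% = reference agonist at the receptor; some compounds past the cut are filed as inactive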
hcGAS inh = inhibitors of human cGAS | Q8N884 | recombinant h-cGAS, ATP depletion, Kinase-Glo luminescence | inhibition, % at 12.5 µM | 290,000 compounds, 0.081% hits;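 further: 0% = vehicle reaction and 100% = reaction without DNA for no activity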
Target sequence (Q8N884 whole entry, looked up): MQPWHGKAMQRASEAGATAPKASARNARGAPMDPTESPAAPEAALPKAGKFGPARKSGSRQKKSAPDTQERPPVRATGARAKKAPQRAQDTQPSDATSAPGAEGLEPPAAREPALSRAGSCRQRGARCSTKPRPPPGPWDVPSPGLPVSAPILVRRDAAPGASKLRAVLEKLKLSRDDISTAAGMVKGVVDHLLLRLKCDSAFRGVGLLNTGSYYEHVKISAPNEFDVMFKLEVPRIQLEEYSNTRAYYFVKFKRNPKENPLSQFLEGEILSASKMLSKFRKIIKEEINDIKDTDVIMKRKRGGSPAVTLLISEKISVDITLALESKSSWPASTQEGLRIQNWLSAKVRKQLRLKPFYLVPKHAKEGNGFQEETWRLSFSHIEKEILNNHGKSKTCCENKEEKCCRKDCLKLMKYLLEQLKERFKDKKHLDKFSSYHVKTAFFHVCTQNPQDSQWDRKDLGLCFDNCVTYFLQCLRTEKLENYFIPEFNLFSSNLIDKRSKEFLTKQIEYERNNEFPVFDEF
mcGAS inh = mouse cGAS inhibition by luminescence. recombinant cGAS, Kinase-Glo ATP depletion luminescence. Q8C6L5. AID 1259399. inhibition, % at 12.5 µM. 160,000 compounds, 0.15% hits;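 further: 0% = negative control wells and 100% = reference inhibitor with no enzyme activity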
Active calls of the source: *; . = no result given; & = joins results of further samples. Unless noted, no stated cut-off is given here; in the data, active means inhibition above about 40%; inactive means the rest.

SMILES	NPYLR7 agonist	hcGAS inh	mcGAS inh
Cc1cnccc1N1CCCN(Cc2ccc(Sc3nncn3C)o2)CC1	-1	-4	.
Cc1nc(NC2CCS(=O)(=O)C2)c2c3c(sc2n1)CCC3 (stereo not drawn)	2	-4	.
O=C(Nc1ccc(Cc2ccncc2)cc1)c1cc(-c2ccccc2)nc2ccccc12	-11	2	2
CCCCC(=O)Nc1ccc(Nc2nc(C)cc(N3CCOCC3)n2)cc1	13	-7	.
C=C(C)CNc1ccc(C(=O)N2CCC(Cn3cccn3)CC2)cn1	14	-5	.
Cc1ccc(S(=O)(=O)c2c(C)nn(C(C)(C)C)c2OC(=O)C(C)C)cc1	1	-7	-7
CC(C)(C)C(Cn1ccnc1)NS(=O)(=O)NCc1ccccc1 (stereo not drawn)	16	-1	.
CC(=O)Oc1c(-c2ccc(N)cc2)c(-c2ccccc2F)nn1-c1ccc(C)cc1C	27	-2	.
Cc1ccc(C(c2ccccc2)N2CCN(C(=O)c3cccc(C(F)(F)F)c3)CC2)cc1 (stereo not drawn)	-2	-7	-7
CCCCCCCC(=O)N(CC(=O)N(CCc1ccc(OC)c(OC)c1)Cc1sccc1C)CC(C)C	.	-11	-6
O=c1cc(N2CCN(Cc3ccccc3)CC2)[nH]c(=O)n1-c1ccc(Cl)cc1	7	-2	.
CCOc1cc(Nc2ccc(NC(=O)Nc3cccc(C)c3)cc2)nc(C)n1	10	-7	-7
O=C(Cn1cc(OCc2ccccc2F)c(=O)cc1CO)NCc1ccccc1Cl	0	-12	-5
C=c1ccccc1=c1[nH]/c(=C\c2ccc(F)cc2)c(=O)o1	-2	-2	-3
CCC(C)c1ccc(NC(=O)COc2nnc3ccccn23)cc1 (stereo not drawn)	5	-7	.
CC(NC(=O)CON=Cc1cccs1)C1CC2CCC1C2 (stereo not drawn)	-4	-5	.
Cn1c(-c2nc(C(=O)N3CCN(c4ccccn4)CC3)cs2)cc2ccccc21	2	-1	.
Cn1c(O)c(C=Nc2cccc([N+](=O)[O-])c2)c(=O)n(C)c1=O	-2	-3	-2
CCSc1nc2c(c(=O)n(C)c(=O)n2C)n1Cc1ccccc1	15	-11	.
O=C(CC1CSc2nc3c(c(=O)n21)CCC3)N1CCN(c2cccc(Cl)c2)CC1 (stereo not drawn)	-2	-2	.
CN1CCCCC1CCN1CCN(C/C=C/c2ccccc2)CC1 (stereo not drawn)	3	-2	.
Cc1ccn2c(NC(=O)Cc3ccc(F)cc3)c(-c3cccc(F)c3F)nc2c1	-6	2	-1
CC1CCN(Cn2cnc3c2c(=O)n(C)c(=O)n3C)CC1	-3	-1	.
OCCN(Cc1ccccc1)Cc1nc(-c2ccc3c(c2)OCO3)no1	14	-10	-12
CC(=O)N1CCc2cc(NC(=O)C3(C)CCN3Cc3ccccc3OC(F)F)ccc21 (stereo not drawn)	6	-11	.

Five compounds from above, limited to mcGAS inh and hcGAS inh:
molecule | mcGAS inh | hcGAS inh
O=C(Nc1ccc(Cc2ccncc2)cc1)c1cc(-c2ccccc2)nc2ccccc12 | 2 | 2
O=C(CC1CSc2nc3c(c(=O)n21)CCC3)N1CCN(c2cccc(Cl)c2)CC1 (stereo not drawn) | . | -2
CCSc1nc2c(c(=O)n(C)c(=O)n2C)n1Cc1ccccc1 | . | -11
Cn1c(-c2nc(C(=O)N3CCN(c4ccccn4)CC3)cs2)cc2ccccc21 | . | -1
O=C(Cn1cc(OCc2ccccc2F)c(=O)cc1CO)NCc1ccccc1Cl | -5 | -12

Single records (already shown):
`CC(=O)Oc1c(-c2ccc(N)cc2)c(-c2ccccc2F)nn1-c1ccc(C)cc1C` reads NPYLR7 agonist: 27; hcGAS inh: -2; mcGAS inh: .
`O=C(Nc1ccc(Cc2ccncc2)cc1)c1cc(-c2ccccc2)nc2ccccc12` reads NPYLR7 agonist: -11; hcGAS inh: 2; mcGAS inh: 2

(list continues)
SMILES	NPYLR7 agonist	hcGAS inh	mcGAS inh
Nc1cc(=O)[nH]c2nnc(SCc3ccc(Cl)cc3Cl)n12	5	-6	.
Cc1ccccc1N1CCN(C(=O)c2cc(-c3ccccc3)nc3cc(C(C)(C)C)nn23)CC1	6&-3	-5&1	-9&2
CC1CN(Cc2ccccc2)c2nc3c(c(=O)n(CCc4ccccc4)c(=O)n3C)n2C1 (stereo not drawn)	6	-5	-8
Cc1sc2nc(SCC(=O)Nc3ccccc3)n(Cc3ccco3)c(=O)c2c1C	1	-2	1
Cc1c(C)n2c3c(=O)n(CC(N)=O)c(=O)n(C)c3nc2n1CC(C)C	-4	-2	.
Clc1ccc(C2CC(c3ccccc3)=Nc3ncnn32)c(Cl)c1 (stereo not drawn)	5	-8	.
CCOC(=O)c1[nH]c(C)c(C(=O)C(C)N(CCOC)C(=O)C2C[C@H]2c2ccccc2)c1C (stereo partly drawn)	-6	-7	-5
CCOC(=O)CCC(=O)Nc1ccc(C2SCC(=O)N2c2cc(F)ccc2F)cc1 (stereo not drawn)	21	-11	-5
Cc1cc2cccc(C(=O)N3CCC4(CCCN(C)C4=O)C3)c2o1 (stereo not drawn)	0	-11	-11
Cc1cccn2c(CNC(=O)c3ccc(C#CC(C)(C)O)o3)cnc12	.	3	-3
COc1ccc(OCc2ccc(C(=O)Nc3nncs3)cc2)cc1	7	-6	-4
N#CC(C#N)=Cc1cn(-c2ccccc2)nc1-c1ccc(Cl)cc1	-3	-1	-3
CCCS(=O)(=O)Oc1cc(Cl)ccc1-c1nc2c(C)cccc2o1	33	-11	-5
CC(=O)c1ccc(-c2cc(NCCN(C)C)nc3[nH]ccc23)nc1	1	-2	-27
Cc1cc(COc2cccc(C(=O)NCCO)c2)c2ccccc2n1	-1	-7	.
CCc1ccc(C(=O)OC(C#N)C2CCCC2)o1 (stereo not drawn)	-2	-12	.
O=C(c1ccc2c(c1)OCCO2)N1CCOC(CCc2ccccc2)C1 (stereo not drawn)	15	-9	-12
COC(=O)[C@@H]1C[C@H](NC(=O)C2(Nc3ccc(C)cc3)CCCC2)CN1C	2	-1	.
CC(=O)Nc1ccc(S(=O)(=O)Nc2ccc(-c3ccc(N4CCCCC4)nn3)cc2)cc1	-1	-7	-8
COc1ccccc1C(=O)Nc1ccnn1C1CCN(C(=O)C2=C(C)OCCO2)CC1	-2&8	0&-5	-5
COCCNC(=O)c1ccc(CSc2nnc(-c3ccncc3)n2Cc2ccccc2)cc1	2	-11	-5
CC1(C)C(=O)Nc2ccccc2N1C(=O)CN1CCN(S(=O)(=O)c2ccccc2)CC1	-5	-4	.
CC(C#N)CSc1nnc(-c2c[nH]c3ccccc23)n1C1CC1 (stereo not drawn)	-6	-5	.
COc1ccc(N2C(=O)C3C4c5ccccc5C(c5ccccc54)C3C2=O)cc1 (stereo not drawn)	-2	-7	-6
FC(F)c1cc(C2CC2)[nH]n1	-7	-6	.

The results go on.
SMILES	NPYLR7 agonist	hcGAS inh	mcGAS inh
CCOc1ccc(/C=C2/N=C(c3ccc(C(C)(C)C)cc3)OC2=O)cc1	-2	-3	-6
COc1cc(-c2nc3sc4c(c3c(=O)[nH]2)CCCS4)ccc1O	1	-6	.
CC1(C(=O)NS(=O)(=O)c2ccc(Cl)cc2)CCN1C(=O)CC1CCCC1 (stereo not drawn)	15	-6	.
O=C(c1ccco1)N(CCn1cccn1)c1nc2ccccc2s1	-4	-1	-4
O=C(CN(C(=O)c1cc(Cl)cc(Cl)c1)C1CC1)N(Cc1ccc2c(c1)OCO2)Cc1cccs1	9	-8	-5
CC(CNC(=O)c1csc(-c2ccco2)n1)N1CCCC1 (stereo not drawn)	4	-12	.
C=CCn1nnc2sc3c(c2c1=O)CCC(C)C3 (stereo not drawn)	5	5	.
NC(=O)C1CCN(c2ccc3cccc(OCc4cccnc4)c3n2)CC1	16	-6	-9
COc1nc(-c2cccc(C(F)(F)F)c2)n(-c2ccc(NC(=O)c3cccc(F)c3)cc2)n1	13	-14	-6
Cc1nc(CCC(=O)N2C[C@@H](NC(=O)N(C)C)[C@H](C(C)C)C2)n[nH]1	.	-16	-8
CCC(=O)C1=C(c2ccc(C(C)(C)C)cc2)N(C(=O)CC)n2c(CC)nnc2S1	22	-6	.
CCCc1nc(N2CCCN(Cc3cccs3)CC2)c2c(C)nn(-c3ccc(F)cc3)c2n1	.	-1	-7
Cc1nnc(NC(=O)CSc2nc3c([nH]c4ccccc43)c(=O)n2-c2ccccc2)s1	1	-10	-8
Cc1noc(C)c1CN(C)C(=O)c1cccc(NCc2cccnc2)c1C	-3	-3	-17
C=CCN1CC(O)CN(C(=O)COc2ccccc2)CC1=O (stereo not drawn)	1	3	-8
COc1cc(-c2ccc(C(C)N3CCOCC3)cc2)cc2cc(C(=O)O)oc12 (stereo not drawn)	6	-1	-11
CCC(C)CN(CC(=O)N1CCc2sccc2C1COc1ccc(Cl)c(C)c1)C(=O)C1CCCC1 (stereo not drawn)	-3	1	0
O=c1[nH]nc(SCc2ncc(-c3ccccc3)o2)n1C1CC1	-11	12	1
Cc1cccc(-c2noc(Cn3ccn4nc(-c5cccs5)cc4c3=O)n2)c1	-1	-7	-8
c1cn(Cc2ccsc2)c(-c2cnc[nH]2)n1	2	-7	.
O=C(COc1ccccc1)NCc1ccc(N2CCCC2=O)cc1	18	-12	.
CC(C)NC(=O)c1csc(COc2cccc(F)c2)n1	-4	-4	-7
Cc1cccc(NCCNC(=O)c2oc(Br)cc2C)n1	-5	-4	.
Cc1cnc2c(c1NCCN(C)C)c(=O)n(C)c(=O)n2C	-4	0	.
Cc1nc2ccccc2n1CCCNc1nncc(N)c1Cl	7	-9	.

Reprinted at random: 2 entries already listed, in no set order.
SMILES	NPYLR7 agonist	hcGAS inh	mcGAS inh
CCOc1ccc(/C=C2/N=C(c3ccc(C(C)(C)C)cc3)OC2=O)cc1	-2	-3	-6
CC1(C(=O)NS(=O)(=O)c2ccc(Cl)cc2)CCN1C(=O)CC1CCCC1 (stereo not drawn)	15	-6	.

Next part:
SMILES	NPYLR7 agonist	hcGAS inh	mcGAS inh
Cc1ccc2[nH]c(O)c(N=NC(=O)c3ccc(O)cc3)c2c1Br	-3	-5	-8
CC(C)(C)c1cc(C(F)(F)F)c2c(N)c(C(=O)NC3CC3)sc2n1	1	-7	.
COc1cccc(CN(CC(C)C)C(=O)c2nn(C)cc2Cl)c1	3	-6	.
O=C(C1CCCCC1)N1CCN(c2cc(Oc3ccc(F)cc3Cl)ncn2)CC1	2	-3	-3
Cc1ccsc1[C@@H]1CCN(C(=O)c2cnc3ccccc3c2)C[C@H]1O	9	-5	.
Cc1c(NC(=O)c2ccco2)cccc1C(=O)NC(C)c1cccs1 (stereo not drawn)	-4	-6	-16
Oc1cc2ccccc2cc1-n1cnnc1	15	-6	-12
Cc1noc(C)c1S(=O)(=O)N1CCN(CN2C(=O)CC3(CCCC3)C2=O)CC1	9	-5	.
COc1ccc(CCN2CC(NC(=O)c3sccc3C)CC2=O)cc1 (stereo not drawn)	2	-9	.
CCc1nnc(NC(=O)C(=O)N(C)C2Cc3ccccc3C2)s1	7	-3	-18
CCc1nc(SCC(=O)N2CCN(Cc3ccc(C)c(C)c3)C(=O)C2)n[nH]1	11	-5	-18
CCN1CCN(CC(=O)NC(C)COC)CC1 (stereo not drawn)	-4	-18	.
CCOC(=O)c1cc(-c2ccc(N3CCN(C(=O)c4cnn(C)c4Cl)CC3)cc2)n(-c2cccc(F)c2)n1	25	-5	-6
CC(C)N1C(=O)COCc2cc(-c3cccc(O)c3)ccc21	11	-7	.
OCCN(CC1CCN(C2CCCC2)CC1)CC1CCCO1 (stereo not drawn)	3	-10	.
Cc1ccc(Cn2c(N3CCOCC3)nc3cc(C(=O)NCC(C)c4ccccc4)ccc3c2=O)cc1 (stereo not drawn)	18	-5	-3
O=C1CCCN1Cc1cc(C2CCCCC2)no1	.	-9	-7
O=C(Nc1cc(Cl)ccc1Cl)c1ccc(OC(F)(F)F)cc1	2	-7	.
N#Cc1ccc(OCC(O)Cn2nnc(-c3ccc(Cl)cc3)n2)cc1 (stereo not drawn)	16	-10	-16
O=S(=O)(NCCN1CCOCC1)c1ccc2c(c1)CCC2	3	-6	.
COc1c(C)cnc(CNS(=O)(=O)N2CCCCC2C)c1C (stereo not drawn)	7	-2	-14
Cc1c(C(=O)NCc2ccc3c(c2)OCO3)cnc2c(-c3c(F)cccc3Cl)cnn12	16	0	-2
CN1CCN(CCCN(C)C(=O)c2nnn(-c3ccccc3)c2C2CC2)CC1	15	-13	.
O=C(CN1CCOCC1)NC1CCc2nnc(C3CC3)n2CC1 (stereo not drawn)	.	6	0
CC(C)(C)c1ccnc2nc(N3CCN(C(=O)C(Cl)Cl)CC3)nn12	7	-5	-6

Next section
SMILES	NPYLR7 agonist	hcGAS inh	mcGAS inh
COCCNc1nc(NCCN2CCNC2=O)c2sc(-c3ccccc3)cc2n1	-4	-1	.
CCOCCOc1nc(-c2ccc(OC)cc2)n(-c2ccc(NCC(O)COCc3ccccc3)cc2)n1 (stereo not drawn)	-3	-2	-3
CC(Cc1cnccn1)NC(=O)CC1c2ccccc2CCc2ccccc21 (stereo not drawn)	3	-4	.
CCc1[nH]nc(N)c1-c1ccc(OC)c(OC)c1	-1	-4	-8
CCCc1ncc(CN2CCCC(C(=O)Nc3ccc(-c4cccc(OC)c4)cc3)C2)cn1 (stereo not drawn)	15&4	-7&-8	-10
O=C(c1cscn1)N(CCC(F)(F)F)C1CCCCC1	7	2	1
COc1ccc(/C=C2/SC(=Nc3ccccc3)NC2=O)c(OC)c1	5	-4	-4
COc1ccc(Oc2cc(N(C)CCc3ccc(OC)c(OC)c3)ncn2)cc1	5	-6	-5
O=C(CSc1cn(CCNC(=O)c2cccs2)c2ccccc12)NC1CCCC1	4	-6	.
CSc1ccccc1C(=O)Oc1coc(CSc2nccn2C)cc1=O	-2	-3	-6
